Screening results deposited in PubChem by several laboratories.
GPR35 antagonists: GPR35 antagonists blocking zaprinast-driven arrestin recruitment, primary screen, imaging, U2OS, beta-arrestin-GFP, zaprinast agonist (AID 2058); inhibition, % at 10 µM; hits with a dose series show IC50 in µM; 290,000 compounds, 0.052% hits; U2OS GPR35 beta-arrestin-GFP translocation imaging, zaprinast antagonism; higher % means a stronger effect;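 active = inhibition of at least 50% with at least 30 cells and total cytoplasm GFP at most 10,000,000; inconclusive = under 30 cells or total GFP of 10,000,000 plus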
K1F lysis inhibition: protection from phage-mediated lysis, alamar blue read-out – E. coli UTI89, K1F phage, bacterial capsule biogenesis inhibitors (AID 488966); E. coli UTI89 K1F phage lysis, alamar blue, 2 h; higher % means a stronger effect; one-dose inhibition, % at 100 µM; IC50 in µM for titrated hits; 340,000 compounds, 0.02% hits;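 active = phage lysis inhibition, versus mean bacterial control, above a set limit; inconclusive = no clear call, values can overlap the other calls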;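 note: capsule biogenesis inhibitors block K1F phage lysis so surviving cells raise fluorescence; higher fluorescence means more inhibition of phage lysis; actives were called in the ten point dose series up to 300 µM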
GPR55 LPI antagonism: GPR55 antagonists blocking LPI-driven arrestin recruitment, primary screen, imaging, U2OS, beta-arrestin-GFP, LPI agonist (AID 2013). U2OS GPR55 beta-arrestin-GFP translocation imaging, LPI antagonism; higher % means a stronger effect. inhibition, % at 10 µM, or IC50 in µM where a hit was titrated. 290,000 compounds, 0.13% hits;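 active = spots per cell inhibited over 60%, with over 100 cells counted and total cytoplasm intensity under 500,000; inconclusive = wells with under 100 cells, flagged as likely toxic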;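 note: U2OS cells stably carrying GPR55 and arrestin-GFP stimulated by 5 µM LPI near EC80; imaged beta-arrestin-GFP aggregate spots per cell after agonist stimulation; plate controls were LPI-stimulated DMSO wells for no effect and DMSO wells without LPI for full effect; some results filed as inactive read as strong as hits; confirmed hits need IC50 under 10 µM and bright autofluorescent wells are also inconclusive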
PhoP inhibition: inhibitors of PhoP regulon expression, primary screen, Salmonella Typhimurium, GFP reporter (AID 1863) | 300,000 compounds, 0.16% hits | S. Typhimurium PhoP-regulated promoter GFP reporter, 4 h; higher % means a stronger effect | inhibition, % at 50 µM; hits with a dose series show IC50 in µM;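 active = inhibition over 29.93%, a cutoff 3 SD above the screen mean, later confirmed by dose response; inconclusive = inhibition over 29.93% but no dose response follow-up; inactive = inhibition at most 29.93% or unconfirmed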;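 note: 0% = low Mg2+ inducing control and 100% = high Mg2+ repressing control; strong numbers were not always called active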
HIV fusion peptide: inhibitors of HIV fusion peptide binding, primary screen, biochemical, uHTS, fluorescence dequenching (AID 1986); 290,000 compounds, 0.3% hits; cell-free peptide binding, fluorescence dequenching, 30 min; higher % means a stronger effect; inhibition, % at 20 µM, or IC50 in µM where a hit was titrated; in the data active = inhibition mostly above about 52%, no sharp cut-off; inactive = mostly below about 76%; note: some results filed as inactive read as strong as hits
Large T inhibition: SV40 large T antigen inhibitors, biochemical (AID 1903); inhibition, % at 20 µM, or IC50 in µM where a hit was titrated; 310,000 compounds, 0.39% hits; SV40 large T antigen ATPase/helicase inhibition assay; higher % means a stronger effect; in the data active = a potency from the dose series; inconclusive = inhibition mostly from about 32% at the one dose, without a potency; inactive = the rest, 99 in 100 with inhibition below about 32%; note: strong numbers were not always called active
MgcRacGAP inhibition: MgcRacGAP GTPase-activating activity inhibitors, confirmation, biochemical, ADP Hunter fluorescence; MgcRacGAP-stimulated Rac1 GTP hydrolysis, ADP Hunter fluorescence; higher % means a stronger effect; GST-tagged Rac1 F28L mutant substrate; inhibition, % at 30 µM, or IC50 in µM where a hit was titrated; 340,000 compounds, 0.6% hits; AID 624330;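 active = first-screen hits whose inhibition reached a set limit at any dose in the follow-up dose series; inconclusive = inhibition above the set first-screen limit but never retested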;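 note: fluorescence reports GDP produced by GAP-driven GTP hydrolysis; strong numbers were not always called active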
RSV CPE inhibition: RSV antiviral activity via CPE protection, HEp-2 cells, primary 10 µM value included (AID 2391) | 310,000 compounds, 0.13% hits | CPE inhibition, % at 10 µM, or IC50 in µM where a hit was titrated | HEp-2 cells, RSV-induced CPE inhibition; higher % means a stronger effect; in the data active = a potency from the dose series; inconclusive = CPE inhibition mostly from about 23% at the one dose, without a potency; inactive = the rest, 99 in 100 with CPE inhibition below about 21%; note: strong numbers were not always called active
NS5 inhibitors: flavivirus cap methylation enzyme inhibition – biochemical, confirmation dose response, primary screen (AID 588689). inhibition, % at 25 µM; hits with a dose series show IC50 in µM. Dengue-2 NS5 methyltransferase capping enzyme assay, biochemical; higher % means a stronger effect. 340,000 compounds, 0.3% hits; in the data active = a potency from the dose series; inconclusive = inhibition above about 29% without an active follow-up result
* = called active by the depositor; [ ] = dose if it differs, or a comment. No enrichment for hits, and some 1.5% of all compounds hit somewhere here.

Results for COc1cccc(-n2c(=O)c3c(C)c(C(=O)N(C)C)sc3n(CC(=O)NCC3CCCO3)c2=O)c1 (configuration not stated) ?
GPR35 antagonists: -1.4%; K1F lysis inhibition: 0.2%; GPR55 LPI antagonism: 7.2%; PhoP inhibition: -1.0%; HIV fusion peptide: -1.8%; Large T inhibition: 6.2%; MgcRacGAP inhibition: 6.6%; RSV CPE inhibition: 0.0%; NS5 inhibitors: 0.7%

Results for Cc1ccc(C(=O)C(OC(=O)CCC(=O)Nc2cccc(C)c2)c2ccccc2)cc1 (configuration not stated) ?
GPR35 antagonists: 8.4%; K1F lysis inhibition: 0.4%; GPR55 LPI antagonism: -7.6%; PhoP inhibition: -8.9%; HIV fusion peptide: -0.3%; Large T inhibition: 7.8%; MgcRacGAP inhibition: 4.3%; RSV CPE inhibition: 0.8%; NS5 inhibitors: -1.6%

Results for CCOc1ccc(S(=O)(=O)N2CCN(C(=S)NCc3ccccc3)CC2)cc1 ?
GPR35 antagonists: 9.3%; K1F lysis inhibition: 1.8%[50 µM]; GPR55 LPI antagonism: 8.0%; PhoP inhibition: -4.3%; HIV fusion peptide: -1.2%; Large T inhibition: 14.2%; MgcRacGAP inhibition: 3.7%; RSV CPE inhibition: inconclusive; NS5 inhibitors: 0.8%

What do the screens show for `CCOCCn1c(=NC(=O)c2ccc(S(=O)(=O)N3CCOCC3)cc2)sc2cc(S(N)(=O)=O)ccc21`?
GPR35 antagonists: -8.7%; K1F lysis inhibition: 0.0%; GPR55 LPI antagonism: 6.7%; PhoP inhibition: 2.9%; HIV fusion peptide: -1.2%; Large T inhibition: 23.4%; MgcRacGAP inhibition: 10.9%; RSV CPE inhibition: 1.4%; NS5 inhibitors: -0.6%

Results for CCC(C(=O)NC1CCCC1)N(C(=O)Cn1nnc(-c2ccc(C)o2)n1)c1cccc(O)c1 (configuration not stated) ?
GPR35 antagonists: -0.8%; K1F lysis inhibition: -0.1%; GPR55 LPI antagonism: 3.7%; PhoP inhibition: 7.4%; HIV fusion peptide: -0.1%; Large T inhibition: -6.9%; MgcRacGAP inhibition: -0.2%; RSV CPE inhibition: 1.5%; NS5 inhibitors: 0.0%

Results for O=C(CN1CCN(Cc2ccccc2)CC1)N/N=C/c1ccc(Br)s1 ?
GPR35 antagonists: 9.6%; K1F lysis inhibition: 3.7%; GPR55 LPI antagonism: 3.8%; PhoP inhibition: 20.4%; HIV fusion peptide: -1.3%; Large T inhibition: 6.2%; MgcRacGAP inhibition: 1.3%; RSV CPE inhibition: -1.2%; NS5 inhibitors: -5.4%

Results for O=C(Cc1cccs1)Nc1nnc(SCc2cccc3ccccc23)s1 ?
GPR35 antagonists: 0.1%; K1F lysis inhibition: 0.7%[50 µM]; GPR55 LPI antagonism: 8.9%; PhoP inhibition: -2.8%; HIV fusion peptide: 3.5%; Large T inhibition: 7.4%; MgcRacGAP inhibition: -19.4%; RSV CPE inhibition: 1.6%; NS5 inhibitors: -1.3%

Results for Cc1ccnc(NC(=O)C2COc3ccccc3O2)c1 (configuration not stated) ?
GPR35 antagonists: 17.1%; K1F lysis inhibition: 0.1%; GPR55 LPI antagonism: 9.5%; PhoP inhibition: 15.4%; HIV fusion peptide: -0.7%; Large T inhibition: -2.3%; MgcRacGAP inhibition: 8.7%; RSV CPE inhibition: 0.4%; NS5 inhibitors: -4.5%

How did COC(=O)c1c(NC(=O)c2ccco2)sc2c1C(C(=O)OC)CC2 (configuration not stated) do in these assays?
GPR35 antagonists: 5.3%; K1F lysis inhibition: 0.6%; GPR55 LPI antagonism: 13.0%; PhoP inhibition: 14.2%; HIV fusion peptide: -0.9%; Large T inhibition: 9.7%; MgcRacGAP inhibition: 7.2%; RSV CPE inhibition: 16.2%; NS5 inhibitors: -9.0%

Results for Cc1cccc(OCc2nnc(SCc3nc4ccccc4c(=O)[nH]3)o2)c1 ?
GPR35 antagonists: 7.6%; K1F lysis inhibition: 0.3%; GPR55 LPI antagonism: 9.4%; PhoP inhibition: -7.5%; HIV fusion peptide: -1.5%; Large T inhibition: 1.3%; MgcRacGAP inhibition: 1.9%; RSV CPE inhibition: 1.1%; NS5 inhibitors: -6.2%

What do the screens show for `COc1ccc(C2=NOC(C(=O)NC(C)(C)C)C2)cc1` (configuration not stated)?
GPR35 antagonists: -0.6%; K1F lysis inhibition: 5.1%; GPR55 LPI antagonism: 12.2%; PhoP inhibition: 1.2%; HIV fusion peptide: -0.4%; Large T inhibition: 2.1%; MgcRacGAP inhibition: -0.3%; RSV CPE inhibition: 0.5%; NS5 inhibitors: -1.6%

Results for CCOC(=O)c1cnc2ccc(C(=O)OC)cc2c1NCCCN1CCOCC1 ?
GPR35 antagonists: 8.3%; K1F lysis inhibition: 7.0%; GPR55 LPI antagonism: 4.5%; PhoP inhibition: 6.7%; HIV fusion peptide: 0.3%; Large T inhibition: 4.2%; MgcRacGAP inhibition: -0.7%; RSV CPE inhibition: -1.1%; NS5 inhibitors: 1.6%

What do the screens show for `COCCNC(=O)CN1C(=O)NC(c2ccccc2)(c2ccccc2)C1=O`?
GPR35 antagonists: -23.6%; K1F lysis inhibition: -0.8%; GPR55 LPI antagonism: -7.9%; PhoP inhibition: -2.3%; HIV fusion peptide: -1.3%; Large T inhibition: 3.5%; MgcRacGAP inhibition: 5.6%; RSV CPE inhibition: -0.5%; NS5 inhibitors: -1.5%

Results for Cc1cccc(C)c1NC(=S)Nc1ccc(F)cc1 ?
GPR35 antagonists: -18.9%; K1F lysis inhibition: 0.5%; GPR55 LPI antagonism: 6.5%; PhoP inhibition: 6.7%; HIV fusion peptide: -1.6%; Large T inhibition: 4.0%; MgcRacGAP inhibition: -7.4%; RSV CPE inhibition: -0.3%; NS5 inhibitors: 7.4%

What do the screens show for `Cc1ccc(NC(=O)c2c(Cl)n(C)c3ccccc23)cc1`?
GPR35 antagonists: 13.1%; K1F lysis inhibition: 1.2%; GPR55 LPI antagonism: 8.1%; PhoP inhibition: 0.5%; HIV fusion peptide: -3.0%; Large T inhibition: 2.6%; MgcRacGAP inhibition: 9.5%; RSV CPE inhibition: 3.2%; NS5 inhibitors: -2.8%

2 entries picked at random from the list so far:
Results for O=C(Cc1cccs1)Nc1nnc(SCc2cccc3ccccc23)s1 ?
GPR35 antagonists: 0.1%; K1F lysis inhibition: 0.7%[50 µM]; GPR55 LPI antagonism: 8.9%; PhoP inhibition: -2.8%; HIV fusion peptide: 3.5%; Large T inhibition: 7.4%; MgcRacGAP inhibition: -19.4%; RSV CPE inhibition: 1.6%; NS5 inhibitors: -1.3%

How did COC(=O)c1c(NC(=O)c2ccco2)sc2c1C(C(=O)OC)CC2 (configuration not stated) do in these assays?
GPR35 antagonists: 5.3%; K1F lysis inhibition: 0.6%; GPR55 LPI antagonism: 13.0%; PhoP inhibition: 14.2%; HIV fusion peptide: -0.9%; Large T inhibition: 9.7%; MgcRacGAP inhibition: 7.2%; RSV CPE inhibition: 16.2%; NS5 inhibitors: -9.0%

Next part.
What do the screens show for `Cn1c2c(c(=O)n(C)c1=O)C(NC(=O)c1ccco1)(C(F)(F)F)C(=O)N2` (configuration not stated)?
GPR35 antagonists: 19.2%; K1F lysis inhibition: 1.2%; GPR55 LPI antagonism: 10.5%; PhoP inhibition: -0.3%; HIV fusion peptide: 0.3%; Large T inhibition: 6.2%; MgcRacGAP inhibition: 9.0%; RSV CPE inhibition: 2.3%; NS5 inhibitors: -3.7%

Results for COCCCNC(=O)c1ccc(OC)c(OC2CCN(C(C)C)CC2)c1 ?
GPR35 antagonists: 10.4%; K1F lysis inhibition: -0.6%; GPR55 LPI antagonism: -0.9%; PhoP inhibition: 4.1%; HIV fusion peptide: 0.4%; Large T inhibition: 8.8%; MgcRacGAP inhibition: -1.9%; RSV CPE inhibition: -0.6%; NS5 inhibitors: -5.0%

What do the screens show for `COc1cc2c(cc1OC)-c1c(OC)c(OC)cc3ccnc(c13)C2=O`?
GPR35 antagonists: 9.1%; K1F lysis inhibition: -1.9%; GPR55 LPI antagonism: -11.4%; PhoP inhibition: 5.9%; HIV fusion peptide: -1.6%; Large T inhibition: 8.5%; MgcRacGAP inhibition: 21.3%; RSV CPE inhibition: -3.5%; NS5 inhibitors: 4.9%

What do the screens show for `Cc1ccc(CCNC(=O)c2cccc(NC3=NC4CS(=O)(=O)CC4S3)c2)cc1` (configuration not stated)?
GPR35 antagonists: -0.8%; K1F lysis inhibition: 0.5%; GPR55 LPI antagonism: 0.6%; HIV fusion peptide: -0.2%; Large T inhibition: 17.8%; MgcRacGAP inhibition: 11.3%; RSV CPE inhibition: 0.9%; NS5 inhibitors: -1.4%

What do the screens show for `CCN(CCCNC(=O)C1c2ccccc2C(=O)N(CCOC)C1c1ccc(F)cc1)Cc1ccccc1` (configuration not stated)?
GPR35 antagonists: -5.3%; K1F lysis inhibition: -0.3%; GPR55 LPI antagonism: -1.7%; PhoP inhibition: 2.8%; HIV fusion peptide: -0.4%; Large T inhibition: 8.1%; MgcRacGAP inhibition: 3.0%; RSV CPE inhibition: -3.0%; NS5 inhibitors: 0.8%

What do the screens show for `COc1cccc(NC(=O)C(=O)NCCc2ccc(F)cc2)c1`?
GPR35 antagonists: 3.0%; K1F lysis inhibition: -0.5%; GPR55 LPI antagonism: -2.7%; PhoP inhibition: -3.6%; HIV fusion peptide: 2.2%; Large T inhibition: 8.7%; MgcRacGAP inhibition: 12.1%; NS5 inhibitors: 5.5%

Results for CC(C)(C)CC(C)(C)NCC(O)COc1ccc2c(c1)CCC2 (configuration not stated) ?
K1F lysis inhibition: inconclusive; MgcRacGAP inhibition: 1.1%; RSV CPE inhibition: 0.8%; NS5 inhibitors: -3.2%

What do the screens show for `O=C(NC(=S)Nc1cc(-c2nc3ccccc3[nH]2)ccc1Cl)c1ccc2c(c1)OCO2`?
GPR35 antagonists: 9.6%; K1F lysis inhibition: 0.2%[50 µM]; GPR55 LPI antagonism: 38.7%; PhoP inhibition: 7.0%; HIV fusion peptide: -1.2%; Large T inhibition: 11.0%; MgcRacGAP inhibition: 10.3%; RSV CPE inhibition: -1.5%; NS5 inhibitors: -5.1%

Results for Cc1ccsc1C(=O)OCC(=O)Nc1nnc(-c2ccccc2)o1 ?
K1F lysis inhibition: 0.8%[50 µM]; PhoP inhibition: -12.7%; Large T inhibition: 11.0%; MgcRacGAP inhibition: 7.5%; RSV CPE inhibition: 2.2%; NS5 inhibitors: 0.0%
